mcGAS MS inh: inhibitors of Mus musculus cyclic GMP-AMP synthase, initial high-throughput assay, cell-free, RapidFire MS. AID 1259397, 2018. 130,000 tested, 0.18% active. inhibition, % at 12.5 µM. Q8C6L5. recombinant mouse cGAS, cGAMP by RapidFire MS;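 active = inhibition of cGAS enzyme activity at or above 60%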;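 note: enzyme stimulated by 45 bp dsDNA with ATP and GTP substrates; cGAMP share of summed cGAMP plus half ATP and half GTP signals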
Target sequence (Q8C6L5 whole entry, looked up): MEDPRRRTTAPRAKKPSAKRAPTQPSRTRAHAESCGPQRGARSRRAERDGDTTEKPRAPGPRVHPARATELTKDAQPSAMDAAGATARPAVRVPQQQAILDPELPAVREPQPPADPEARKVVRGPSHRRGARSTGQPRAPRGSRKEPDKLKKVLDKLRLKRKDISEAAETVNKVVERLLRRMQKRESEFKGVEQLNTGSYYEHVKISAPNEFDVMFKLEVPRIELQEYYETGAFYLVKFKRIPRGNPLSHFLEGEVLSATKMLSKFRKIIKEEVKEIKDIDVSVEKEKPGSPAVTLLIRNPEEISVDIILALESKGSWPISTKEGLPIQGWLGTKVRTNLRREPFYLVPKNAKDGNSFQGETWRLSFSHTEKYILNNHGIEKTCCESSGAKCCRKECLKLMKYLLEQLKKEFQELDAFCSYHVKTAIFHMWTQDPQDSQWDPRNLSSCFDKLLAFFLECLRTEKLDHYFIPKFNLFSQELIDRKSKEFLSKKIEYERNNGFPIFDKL
Numbers without * were called inactive; & = joins results of further samples. An excerpt; count on the stated rates, not on these rows.

Preview, 6 compounds:
For Cc1ccc(C(C)(C)C)cc1S(=O)(=O)N1CCn2cccc2C1C (configuration not stated) the results were mcGAS MS inh -2.1.
COc1cccc(CN2CCC2(C)C(=O)Nc2ccc3c(c2)OCCO3)c1F (configuration not stated) was read as mcGAS MS inh -12.9.
For Cc1cc(C)c(NC(=O)C2=NN(C)C(=O)CC2)c(Cl)c1 the results were mcGAS MS inh -15.2.
CC1CC(NN(C)C)C(C#N)(C#N)C(C)C1(C#N)C#N (configuration not stated) was read as mcGAS MS inh -6.0.
For Cc1ccc(-c2ccc(=O)n(CCCNC(=O)Nc3ccc4c(c3)OCO4)n2)cc1 the results were mcGAS MS inh 9.3.
For C=CCN(CC=C)C(=O)c1cc(OC)c(OC)c(OC)c1 the results were mcGAS MS inh -5.2.

All compounds of this part, repeating the preview:
For Cc1ccc(C(C)(C)C)cc1S(=O)(=O)N1CCn2cccc2C1C (configuration not stated) the results were mcGAS MS inh -2.1.
COc1cccc(CN2CCC2(C)C(=O)Nc2ccc3c(c2)OCCO3)c1F (configuration not stated) was read as mcGAS MS inh -12.9.
For Cc1cc(C)c(NC(=O)C2=NN(C)C(=O)CC2)c(Cl)c1 the results were mcGAS MS inh -15.2.
CC1CC(NN(C)C)C(C#N)(C#N)C(C)C1(C#N)C#N (configuration not stated) was read as mcGAS MS inh -6.0.
For Cc1ccc(-c2ccc(=O)n(CCCNC(=O)Nc3ccc4c(c3)OCO4)n2)cc1 the results were mcGAS MS inh 9.3.
For C=CCN(CC=C)C(=O)c1cc(OC)c(OC)c(OC)c1 the results were mcGAS MS inh -5.2.
COc1ccc(OCCN(C)CN2C(=O)NC3(CCC(C(C)(C)C)CC3)C2=O)cc1 (configuration not stated) was read as mcGAS MS inh -1.8.
For Cn1nnc2c(N3CCN(C(=O)C4c5ccccc5Oc5ccccc54)CC3)ncnc21 the results were mcGAS MS inh -4.8.
For Cc1noc(C)c1NC(=O)N1CCCC(N2CCCC2=O)C1 (configuration not stated) the results were mcGAS MS inh -8.5.
For O=C(Cc1ccsc1)NCc1cccs1 the results were mcGAS MS inh 8.4.
For O=C(c1nc2ccccn2c1-c1nc2ccc(F)cc2[nH]1)N1CCOCC1 the results were mcGAS MS inh -6.2.
Screening Cc1cc(C(=O)Nc2cccc(C(=O)N(C)C)c2)no1 returned mcGAS MS inh -3.8.
For CN(CC1(N2CCOCC2)CCCCC1)C(=O)c1cn(CCC2CCCCC2)nn1 the results were mcGAS MS inh -1.2.
`O=C(CC1CC2CCC1C2)OCc1coc(-c2cccs2)n1` (configuration not stated) gave mcGAS MS inh -1.7.
Screening Fc1cc2c(c(CN3CCC(COc4ccccc4)CC3)c1)OCOC2 returned mcGAS MS inh -0.8.
`CC1(C)Cc2cccc3c2N(CCC3)C1=S` gave mcGAS MS inh 0.1.
Oc1[nH]c2ccc(Br)cc2c1N=Nc1ccccc1F was read as mcGAS MS inh -12.0.
For Cc1nn(Cc2ccccc2)c(C)c1CNS(=O)(=O)c1cccc(F)c1 the results were mcGAS MS inh -5.6.
Cc1nc(Cl)cc(NC2(CO)CCC2)n1 was read as mcGAS MS inh -2.7.
`O=C(Cc1cccnc1)N1CCOC(CCCc2ccccc2)C1` (configuration not stated) gave mcGAS MS inh 1.9.
Screening Cc1occc1COC(=O)C1CCCN(C(=O)c2ccncc2)C1 (configuration not stated) returned mcGAS MS inh 0.5.
`Cc1noc(C)c1CSc1nc2sccc2c(=O)n1C` gave mcGAS MS inh -1.2.
CC(C(=O)Nc1ccc(NC(=O)c2ccc3c(c2)CCC3)cc1)n1cncn1 (configuration not stated) was read as mcGAS MS inh -3.5.
Screening CCc1nc(CC)n(Cc2cc(Br)ccc2F)n1 returned mcGAS MS inh -2.6.
Screening CCC(CCNC(=O)NCc1ccc(C)nc1OC)N1CCCC1=O (configuration not stated) returned mcGAS MS inh -3.3.
For CC1CCCN(S(=O)(=O)N2CCCCC2C(C)NC(=O)OC(C)(C)C)C1 (configuration not stated) the results were mcGAS MS inh 0.4.
`CN(CC(C)(C)C)S(=O)(=O)CCC1CCCO1` (configuration not stated) gave mcGAS MS inh -7.7.
Screening O=[N+]([O-])c1cc2c(cc1C=NNc1ccc(C(F)(F)F)cc1[N+](=O)[O-])OCO2 returned mcGAS MS inh -6.0.
`COc1ccc(-c2[nH]ncc2CN(C)Cc2cc(C)no2)c(OC)c1` gave mcGAS MS inh 6.3.
Screening Cn1cc(C(=O)O)c2[nH]c(=O)n(-c3ccccc3)c(=O)c21 returned mcGAS MS inh -4.0.

Reprinted at random: three records from the list
`CN(CC(C)(C)C)S(=O)(=O)CCC1CCCO1` (configuration not stated) gave mcGAS MS inh -7.7.
For O=C(Cc1ccsc1)NCc1cccs1 the results were mcGAS MS inh 8.4.
For CC1CCCN(S(=O)(=O)N2CCCCC2C(C)NC(=O)OC(C)(C)C)C1 (configuration not stated) the results were mcGAS MS inh 0.4.

More structures:
COc1cccc(-c2cnc(C(O)c3ccc(C)cc3)[nH]2)c1 (configuration not stated) was read as mcGAS MS inh -5.6.
`CN(C)C(C)(C(=O)Nc1cccc(CN2CCCCC2)c1)c1ccccc1` (configuration not stated) gave mcGAS MS inh -1.8.
`Cc1ccccc1Cn1nc(C)c(NC(=O)c2nc3n(n2)C(C(F)F)CC(C)N3)c1C` (configuration not stated) gave mcGAS MS inh -10.5.
`CSc1nnc(SCC(=O)NCCC#N)s1` gave mcGAS MS inh 6.9.
Screening O=C(O)C1(C/C=C/c2ccccc2)CCCN(c2ncccc2F)C1 (configuration not stated) returned mcGAS MS inh 2.6.
`CCOC(=O)c1c(C)n(C)c2c1cc(OC(=O)c1ccccc1Br)c1ccccc12` gave mcGAS MS inh -0.3.
For COC(=O)Nc1nc2ccc(C(=O)c3ccc(F)cc3)cc2[nH]1 the results were mcGAS MS inh 0.0.
Screening Cc1[nH]cnc1-c1nccn1CCC1=CCCCC1 returned mcGAS MS inh -10.6.
Screening Cc1cc(C(=O)NCCc2ccccn2)sc1C returned mcGAS MS inh -1.8.
CN(C)c1ccc(C(=O)NCCN2CCc3ccccc3C2)cc1 was read as mcGAS MS inh 0.6.
For CC(C)CC(=O)N1CCCC(OCc2ccc(F)c(F)c2)C1 (configuration not stated) the results were mcGAS MS inh -8.3.
For CC(=O)Nc1ccc(CN(C)CCC(O)c2ccccc2)cc1 (configuration not stated) the results were mcGAS MS inh -7.7.
CC1CN(C(=O)CN2CCC(c3ccnn3CCO)CC2)CCO1 (configuration not stated) was read as mcGAS MS inh -6.3.
Screening O=C(c1ccc2nc3ccsc3c(=O)n2c1)N1CCN(C(=O)c2ccco2)CC1 returned mcGAS MS inh -5.4.
`c1cc(-c2noc(CC3CSCCN3)n2)cs1` (configuration not stated) gave mcGAS MS inh -11.3.
Screening Cc1cc(C)n(-c2cccc(-c3ccc(S(N)(=O)=O)cc3F)c2)n1 returned mcGAS MS inh -32.6.
`Cc1noc(C)c1C1CCCN1Cc1ccc(C#CC(C)(C)O)s1` (configuration not stated) gave mcGAS MS inh -45.5.
Screening Cc1ccc(-n2ncc3c(=O)n(NC(=O)c4cc(Cl)ccc4[N+](=O)[O-])cnc32)cc1 returned mcGAS MS inh 1.1.
For Cc1[nH]c(-c2ccccc2)nc1C(=O)N1CCN2C(=O)CN(C)C(=O)C2C1 (configuration not stated) the results were mcGAS MS inh -20.8&-4.2.
Screening CC(C)N1CCNC(=O)C1CC(=O)NCCCc1nn[nH]n1 (configuration not stated) returned mcGAS MS inh -3.1.

Reprinted from the part before: 5 entries, then new ones.
Screening Cc1cc(C)n(-c2cccc(-c3ccc(S(N)(=O)=O)cc3F)c2)n1 returned mcGAS MS inh -32.6.
`Cc1noc(C)c1C1CCCN1Cc1ccc(C#CC(C)(C)O)s1` (configuration not stated) gave mcGAS MS inh -45.5.
Screening Cc1ccc(-n2ncc3c(=O)n(NC(=O)c4cc(Cl)ccc4[N+](=O)[O-])cnc32)cc1 returned mcGAS MS inh 1.1.
For Cc1[nH]c(-c2ccccc2)nc1C(=O)N1CCN2C(=O)CN(C)C(=O)C2C1 (configuration not stated) the results were mcGAS MS inh -20.8&-4.2.
Screening CC(C)N1CCNC(=O)C1CC(=O)NCCCc1nn[nH]n1 (configuration not stated) returned mcGAS MS inh -3.1.
Screening COc1ccc(S(=O)(=O)N2c3ccccc3NC(=O)C2C)cc1Cl (configuration not stated) returned mcGAS MS inh -4.6.
Screening CS(=O)(=O)c1ccc(Oc2ccc3sc(=O)oc3c2)c([N+](=O)[O-])c1 returned mcGAS MS inh -7.3.
Screening O=C1OCCN1CCNC(c1ccccc1)C1CCC1 (configuration not stated) returned mcGAS MS inh -4.0.
Screening CCOC(=O)Cn1cc(Cl)c([N+](=O)[O-])n1 returned mcGAS MS inh 3.5.
`c1csc(CN(c2ncnc3ccsc23)C2CC2)c1` gave mcGAS MS inh 1.9.
`Cc1nc2c(C(=O)N3CCC4(CCC(=O)N(C)CC4)CC3)cccc2[nH]1` gave mcGAS MS inh -0.2.
For CN(C)C(CNC(=O)N(C)C1CC1)c1ccc(Cl)cc1 (configuration not stated) the results were mcGAS MS inh -12.1.
Screening Cc1nn(CCC(C)C)c(=O)c2c1cnn2C(C)(C)C returned mcGAS MS inh -4.3.
Screening Cc1oc(C)c(-c2ccc(Cl)cc2)c1C(=O)N1CCC(O)(c2ccccc2)CC1 returned mcGAS MS inh 2.3.
For O=C(CC(c1ccccc1)c1cccc(Cl)c1)N1CCN(CCO)CC1 (configuration not stated) the results were mcGAS MS inh -5.2.
CS(=O)(=O)c1ccccc1C(=O)NC12CC3CC(CC(C3)C1)C2 was read as mcGAS MS inh -11.2.
Screening N[C@@H]1c2ccccc2C2(CCN(C(=O)CCc3nc4ccccc4[nH]3)CC2)[C@H]1O returned mcGAS MS inh -22.0.
Screening CCCc1cc(C(=O)N2CCC3(CCC(=O)N(C)CC3)CC2)ccn1 returned mcGAS MS inh -18.3.
`CC(C)n1c2ccccc2c2n[nH]c(=S)nc21` gave mcGAS MS inh -4.1.
CC(=O)Nc1cccc(C(=O)NC2(Cc3ccc(C)cc3)CC2)c1 was read as mcGAS MS inh -23.4.
Cc1ccc(NC(=O)C2(C)CCN2CCc2ccccc2)cc1O (configuration not stated) was read as mcGAS MS inh -5.4.
COc1ccc(C(C)N(C(=O)c2scnc2C)C2CCC(C)CC2)c(OC)c1 (configuration not stated) was read as mcGAS MS inh -9.3.
`O=C(O)c1ccccc1CN1CCC2(CCOCC2)CC1` gave mcGAS MS inh -48.3.
Screening Clc1ccc(-c2nnc(CSc3nnc4n3CCCCC4)o2)cc1 returned mcGAS MS inh -10.6.
`Cc1[nH]cnc1CN1CCOc2c(O)cc(-c3cccc(Cl)c3)cc2C1` gave mcGAS MS inh -0.3.
`COc1ccccc1CN(C)CCS(=O)(=O)c1ccc(Br)cc1` gave mcGAS MS inh -3.5.
O=C1CCCCC1=CNc1ccc(Br)cn1 was read as mcGAS MS inh -0.4.
For CC(C)c1nn(C)c2c1C(c1nc(-c3ccc(Cl)cc3)no1)CC(=O)N2 (configuration not stated) the results were mcGAS MS inh -32.4.
For CC(Sc1n[nH]c(C(C)C)n1)C(=O)NC(C)c1ccc(Cl)cc1Cl (configuration not stated) the results were mcGAS MS inh 7.3.
`COc1cccc(C(N)=O)c1OCc1nc2ccccc2c(C)c1Cl` gave mcGAS MS inh 0.7.
For O=C(c1cc2ccccc2[nH]1)N1CCC(C(=O)N2CCc3ccccc3C2)CC1 the results were mcGAS MS inh -30.4.
Screening COc1cc2c(cc1CNC1CCN(Cc3ccccc3)C1)OC(C)C2 (configuration not stated) returned mcGAS MS inh -13.3.
For O=C(OCc1cc(-c2cccs2)on1)c1cc2ccccc2oc1=O the results were mcGAS MS inh -5.1.
CC1CCCCC1NS(=O)(=O)c1ccc(F)cc1F (configuration not stated) was read as mcGAS MS inh 41.3.
For O=C1CCCc2cc(SC(F)F)ccc21 the results were mcGAS MS inh -15.9.
For C[N+]([O-])=Cc1ccc([N+](=O)[O-])cc1 the results were mcGAS MS inh -7.7.
For COCCN(Cc1ccco1)S(=O)(=O)Cc1cccc(C)c1 the results were mcGAS MS inh 88.7*.
`Cc1cc2ccccc2n1CCC(=O)N(Cc1ccccn1)CC1CCCO1` (configuration not stated) gave mcGAS MS inh -26.6.
`CCCC(=O)Nc1c(-c2ccccc2)c(=O)c(C)nn1-c1ccccc1` gave mcGAS MS inh -9.6.
Screening CC(NC(=O)CSc1nnc(-c2ccco2)n1C)c1cccs1 (configuration not stated) returned mcGAS MS inh -0.9.
For O=C(COC1CCCCC1)Nc1ccc(-c2nccs2)cc1 the results were mcGAS MS inh -10.2.
`CCC(C(=O)OC)n1cnc2c(nnn2-c2ccc(F)cc2)c1=O` (configuration not stated) gave mcGAS MS inh 5.6.
COc1ccc(-c2nc(Cl)c3c4c(sc3n2)CC(C)CC4)cc1 (configuration not stated) was read as mcGAS MS inh -6.6.
Screening O=C(c1csc(-c2ccc(C(F)(F)F)cc2)n1)N(Cc1ccco1)Cc1cc2c(cc1Cl)OCO2 returned mcGAS MS inh 9.3.
Screening COc1ccccc1CCN1CCC(CN(C)C(=O)CC2NC(=O)NC2=O)CC1 (configuration not stated) returned mcGAS MS inh -9.2.
Cc1ccc(SCC(=O)NC(=O)NC2CCCC2)cc1C was read as mcGAS MS inh 2.2.
O=C(c1ccco1)N1CCN(C(=S)NCCCN2CCOCC2)CC1 was read as mcGAS MS inh 3.5.
`CCc1nc(-n2ccc3c(cnc4c(-c5ccccc5)c(CC)nn43)c2=O)n[nH]1` gave mcGAS MS inh -7.1.
Screening Oc1ccc(-c2ncc(Cl)cn2)cc1 returned mcGAS MS inh -11.3.
CSC1=NC(=Cc2ccc3c(c2)OCO3)C(=O)N1c1ccc(C)cc1 was read as mcGAS MS inh -35.1.
For CCOC(=O)N1CCN(C(c2ccc(C(C)C)cc2)C2Sc3nc(C)nn3C2=O)CC1 (configuration not stated) the results were mcGAS MS inh -1.0.
Screening Oc1cccc2ccc(CN3CCCC(OCc4cccnc4)C3)nc12 (configuration not stated) returned mcGAS MS inh -12.2.
Screening CCCCOc1ccc(C(=O)Nc2cccnc2)cc1OC returned mcGAS MS inh -12.3.
`Cc1ccc(CS(=O)(=O)NCc2cnn3ccccc23)cc1` gave mcGAS MS inh -13.6.
`CC(C)CN1CC(C(=O)N2CCCN(S(C)(=O)=O)CC2)CC1=O` (configuration not stated) gave mcGAS MS inh -24.2.
CCS(=O)(=O)c1ccc2oc(=S)n(CN3CCCC(O)C3)c2c1 (configuration not stated) was read as mcGAS MS inh -10.6&-7.4.
